Screening data: PubChem BioAssay, several laboratories
HIV RNase H inh – blocks HIV-1 RNase H cleavage of RNA/DNA duplex. P04585. RT-RNase H RNA/DNA duplex cleavage, fluorescence. inhibition, % at 10 µM. 65,000 tested, 1.9% active; in the data active means inhibition above about 50%
RmlC RmlD mix – mixture blocks RmlC and RmlD coupled enzyme activity; 110,000 tested, 0.39% active; AID 1532; inhibition, % at 5.5 µM; RmlC/RmlD coupled enzyme inhibition, 384-well mixture HTS; in the data active means inhibition above about 30%, passing the limit was not always enough; further: strong numbers were not always called active
* marks the source's active call; other numbers are inactive results; . = not tested or not shown. Only part of the results is shown, so the mix of outcomes need not match the whole.

SMILES | HIV RNase H inh | RmlC RmlD mix
O=C(CSc1ncnc2nc[nH]c12)N1CCN(c2ccc(Cl)cc2)CC1 | -12 | 3
CCCn1c(CNC(=O)Cc2ccccc2)nc2ccccc21 | -7 | 1
Cc1ccccc1Cc1c(C)nc2nc(SCC(=O)NCc3ccco3)nn2c1C | -1 | 6
CC(=O)N1CCc2cc(C(=O)CN3CCC(C)CC3)ccc21 | 3 | 7
Cc1ccc(CCNC(=O)C2CCN(C(=O)N(C)C)CC2)cc1 | -2 | 38
O=C(COc1ccc(Cl)cc1)N1CCN(c2cccc(C(F)(F)F)c2)CC1 | . | -15
CC1=C(C(=O)OC(C)C)C(c2ccc(F)cc2)NC(=O)N1 (centres undefined) | -12 | 4
COc1ccc(CN=CC2=C(O)CNC2=O)cc1OC | 0 | 16
CCOC(=O)C1C(c2ccccc2Cl)NC(=O)N(C)C1(O)C(F)(F)F (centres undefined) | -3 | 25
C=CCOC(=O)C1=C(C)OC(N)=C(C#N)C1c1ccoc1 (centres undefined) | -15 | 3
CC(C)C[C@H](NC(=O)c1[nH]cnc1C(=O)N[C@@H](C)c1ccccc1)C(=O)OCc1ccccc1 | . | -11
Cc1ccc(S(=O)(=O)NCC(=O)N(CC(=O)NCC2CCCO2)Cc2ccccc2)cc1 (centres undefined) | 7 | 2
COC(=O)C1=C(C)N(CC2CC2)C(=O)N[C@H]1c1ccc(Br)cc1 | . | -12
Cc1ccc2nc(Nc3ncc4c(n3)CCCC4=O)nc(C)c2c1 | 4 | .
O=C(Cc1cccs1)Nc1cccc(-c2nc3ccccc3o2)c1 | . | 3
COc1ccc2cc(C(c3nnnn3CCc3ccccc3)N3CCCC(C)C3)c(=O)[nH]c2c1 (centres undefined) | 1 | 4
COc1ccc(CNC(=O)c2cnc3cc(C)ccn3c2=O)cc1 | . | -6
Cc1cccc(C)c1NC(=S)N1CCC(N(C)CC2CCCO2)CC1 (centres undefined) | . | 5
Cc1cc(O)c(NC(=S)NC(=O)c2ccc(-c3ccc(Cl)cc3)o2)cc1C | . | 171
COc1cccc(OC)c1C(=O)Nc1nnc(C(C)C)s1 | 2 | 8
O=C(CCCn1c(=S)[nH]c2cc3c(cc2c1=O)OCO3)N1CCN(c2ccccn2)CC1 | -7 | 24
COC(=O)c1cccc(S(=O)(=O)N2CCCCC2)c1 | -43 | -9
COc1ccccc1NC(=O)NC1(C(=O)N2CCC(O)CC2)CCCCC1 | 0 | -8
COC(=NC1CCCC1)C(O)c1c[nH]c2ccccc12 (centres undefined) | -17 | 2
CC(C)CCNC(=O)C(Cc1ccccc1)NS(=O)(=O)c1ccc2c(c1)c(=O)n(C)c(=O)n2C (centres undefined) | . | 4
Next section.
SMILES | HIV RNase H inh | RmlC RmlD mix
Cc1ccccc1NC(=O)c1cccc2nccnc12 | -4 | 5
CCOC(=O)C(C(=O)Nc1ccccc1)C1CCCCC1 (centres undefined) | -1 | 6
CC(=O)c1cccc(-n2c(CCC(=O)O)ccc2-c2cccs2)c1 | 44 | -8
CCCNC(=O)CSc1nnc(C)s1 | . | 3
CC(=O)Oc1ccccc1C1OCCN1C(C)=O (centres undefined) | -3 | -16
COC(=O)CCC(=O)Nc1ccc(OC)cc1 | -5 | -17
O=C(NC1CC1)c1ccc(-c2nc3ccccc3s2)s1 | -5 | 31
CSc1ccc(-c2c(C#N)c(N)nc3c2c(C)nn3-c2ccccc2)cc1 | -4 | -39
COC(=O)c1ccc(CNC(=O)/C=C/c2cc([N+](=O)[O-])ccc2OC(F)F)cc1 | . | -12
O=C1C2C3C=CC(C3)C2C(=O)N1Cc1cccnc1 (centres undefined) | -5 | -19
Cc1nn2c3c(cnc2c1-c1ccccc1)C(=O)CC(c1ccccc1)C3 (centres undefined) | . | 5
COc1cc2[nH]c(=O)n(C3CCCCC3)c(=O)c2cc1OC | . | 3
Cn1c(=O)c2c(nc(CN3CCOCC3)n2CCCc2ccccc2)n(C)c1=O | . | -4
CSCCC(N=Cc1c(O)n(-c2ccc(Br)cc2)c(=O)[nH]c1=O)C(=O)OC(C)(C)C (centres undefined) | . | 4
COc1ccc(C(=O)/C=C/c2ccccc2)c(O)c1 | . | -14
CCCn1c(=O)c2ccccc2n2c(SCc3c(C(=O)OCC)oc4ccccc34)nnc12 | -39 | -13
CC1(C)Cc2c(sc3nc(SCC(=O)NCc4ccccc4)n(-c4ccccc4)c(=O)c23)CS1 | . | -3
O=c1[nH]cc(F)c(=O)[nH]1 | . | 3
C=CCN1C(=O)C(CC(=O)Nc2ccccc2)SC1=Nc1c(C)n(C)n(-c2ccccc2)c1=O (centres undefined) | . | -18
O=C(CSc1nnc(CNc2ccc(F)cc2)o1)N1c2ccccc2Sc2ccccc21 | . | -16
OCCOCCNc1ncnc2c1cnn2-c1ccccc1 | -6 | -11
CCC(=O)Nc1nnc(CCc2ccccc2)s1 | . | -11
COc1ccc(CC(NC(C)=O)C(=O)NC2CCN(C(=O)NCc3ccccc3)CC2)cc1 (centres undefined) | 5 | -11
COc1ccc2nc(NCc3ccccc3)[nH]c2c1 | -6 | 6
CC(C)(C)SCCNS(=O)(=O)c1ccccc1 | -21 | 1
Going on with the list:
SMILES | HIV RNase H inh | RmlC RmlD mix
Cc1ccc(OCC(=O)NC(=S)Nc2ccc(Br)c(C)n2)cc1 | . | 10
CCCc1[nH]nc2c1C(c1ccc(OC(=O)N3CCOCC3)c(OC)c1)C(C#N)=C(N)O2 (centres undefined) | -7 | -7
CCn1c(SCc2nc3ccccc3nc2C)nnc1-c1cccs1 | -6 | 6
O=C(NCCCN1CCC(Cc2ccccc2)CC1)C1CC(=O)N(C2CCCC2)C1 (centres undefined) | -4 | 11
O=C(Nc1ccc(Cl)cc1)c1ccc2c(c1)OCO2 | -1 | -16
COC(=O)CC1=C(C(=O)OC)C(c2cc(OC)c(OC)cc2OC)C(C#N)=C(N)O1 (centres undefined) | . | 1
C/C(=N/NS(=O)(=O)c1ccc(C)cc1)c1cccc(NC(=O)c2cccc(Cl)c2)c1 | . | 3
CCOC(=O)c1c(C)n(C)c2ccc(OCC(O)Cn3nc(C)cc3C)cc12 (centres undefined) | 2 | 4
Cc1ccc(NC(=O)NC(=O)N(c2ccccc2)S(C)(=O)=O)cc1 | -12 | -16
O=C(COC(=O)C12CC3CC(CC(O)(C3)C1)C2)N1CCN(S(=O)(=O)c2ccc(Cl)cc2)CC1 | -1 | -8
N#Cc1cc2c(=O)n3ccccc3nc2n(CCCN2CCOCC2)c1=O | -14 | 79*
O=C(N/N=C/c1cccc(O)c1)c1ccc(COc2ccc3c(c2)CCC3)o1 | . | 5
COc1ccc(C[C@@H]2CN3C(=NC[C@@H]3C)N2C[C@H](C)NC(=O)c2ccc(C)c(Br)c2)cc1 | . | 10
COC(=O)C1CCN(C(=O)CN2C(=O)NC(CCc3ccccc3)C2=O)CC1 (centres undefined) | 0 | 4
CCOc1cc(C(=O)Nc2cnccn2)cc(OCC)c1OCC | 2 | 7
Cc1nnc(SCC(=O)N2CC(=O)Nc3ccccc32)n1Cc1ccccc1 | . | -9
Cc1ccc(S(=O)(=O)NCc2ccc3c(c2)cc(C)n3C)cc1 | . | 5
CC(C)NS(=O)(=O)c1ccc(CCC(=O)NCc2ccc3c(c2)OCO3)cc1 | . | -7
COc1ccc(NC(=O)c2oc3ccccc3c2NC(=O)c2ccco2)cc1 | -6 | -9
O=c1oc2ccccc2cc1C1=Nn2c(nnc2-c2cccnc2)SC1 | -18 | 8
CC1(c2nnc(-c3cccc(Cl)c3)o2)CC(c2ccccc2)=NO1 (centres undefined) | . | -11
CCCC(=O)Nc1ccc(N2CCCCC2)cc1 | 6 | 7
O=C1NC(=O)C2(COC3(CCCC3)OC2)S1 | -5 | -8
O=C(NCc1nc2ccccc2[nH]1)C1=C[C@@H](c2ccc(C(F)(F)F)cc2)C[C@@H](OCc2ccc(CO)cc2)O1 | . | -13
COc1ccc(CN(C(=O)c2ccccc2OC)C2CCS(=O)(=O)C2)cc1 (centres undefined) | -6 | -2
Further entries follow:
SMILES | HIV RNase H inh | RmlC RmlD mix
O=C(Nc1cccn(Cc2c(Cl)cccc2Cl)c1=O)c1c(Cl)cccc1Cl | . | -3
CCn1c(SCC(=O)c2ccc(Cl)s2)nnc1-c1cccs1 | -3 | 12
Cc1cccc(-n2nc(C(=O)Nc3ccccc3)n3c(=O)cc(-c4ccccc4)nc23)c1 | . | -4
O=C(NC1CC2CCCC(C1)N2S(=O)(=O)c1ccccc1)c1ccccc1 (centres undefined) | 5 | -3
Cc1onc(-c2ccccc2)c1C(=O)Nc1ccc2c(c1)OCCO2 | -13 | 6
N#Cc1c2c(c(-c3ccccc3)[nH]c1=O)CCCC2 | -8 | 10
CCCC(C)n1[nH]c(=O)cc1N (centres undefined) | -19 | 15
Cc1cccc(C)c1OCC(=O)Nn1c(COc2ccccc2)nc2ccccc2c1=O | . | 6
FC(F)(F)c1ccc(CN2C[C@@H]3C(c4ccc(C(F)(F)F)cc4)C4(c5cccnc5)CC3(C4)[C@H]2c2ccccc2)cc1 (some centres undefined) | . | -14
CCOC(=O)c1sc(NC(=O)CCSC)nc1C | 1 | -10
CN(C#N)c1nc(N2CCOCC2)nc(N2CCOCC2)n1 | -6 | -18
Cc1cc(NC(=O)CSc2nccn2-c2ccc(Cl)cc2)no1 | -10 | -19
Cc1[nH]n(C(C)(C)C)c(=O)c1Sc1ccccc1 | 2 | -2
Cc1ccc(NC(=S)NCCO)c(C)c1 | . | 12
Cc1ccc(CNC(=O)c2ccc3c(c2)S(=O)(=O)c2ccccc2C3=O)o1 | . | 9
CCCCS(=O)(=O)N1C2=NC(C(=O)OC)=C(C(=O)OC)[C@@H]3N(C)c4ccc(OC)cc4[C@]23C[C@H]1C(=O)OC | . | 22
Cn1cccc1CNCc1ccccc1Cl | . | -12
CCC(c1nnnn1Cc1ccc2c(c1)OCO2)N1CCN(c2ccc(F)cc2)CC1 (centres undefined) | -27 | .
Oc1ccccc1-c1nnc(COc2ccccc2)o1 | -45 | 5
Cc1n[nH]c(C)c1S(=O)(=O)N1CCCC(C(=O)Nc2nccs2)C1 (centres undefined) | -14 | 8
Cn1[nH]c(=O)c(Cl)c(Cl)c1=O | . | 8

Random excerpt: 3 entries already listed.
SMILES | HIV RNase H inh | RmlC RmlD mix
Cc1n[nH]c(C)c1S(=O)(=O)N1CCCC(C(=O)Nc2nccs2)C1 (centres undefined) | -14 | 8
O=C(Nc1cccn(Cc2c(Cl)cccc2Cl)c1=O)c1c(Cl)cccc1Cl | . | -3
CCCC(C)n1[nH]c(=O)cc1N (centres undefined) | -19 | 15

In the list so far, 16 contain an NH in an aromatic ring:
SMILES | HIV RNase H inh | RmlC RmlD mix
O=C(CSc1ncnc2nc[nH]c12)N1CCN(c2ccc(Cl)cc2)CC1 | -12 | 3
CC(C)C[C@H](NC(=O)c1[nH]cnc1C(=O)N[C@@H](C)c1ccccc1)C(=O)OCc1ccccc1 | . | -11
COc1ccc2cc(C(c3nnnn3CCc3ccccc3)N3CCCC(C)C3)c(=O)[nH]c2c1 (centres undefined) | 1 | 4
O=C(CCCn1c(=S)[nH]c2cc3c(cc2c1=O)OCO3)N1CCN(c2ccccn2)CC1 | -7 | 24
COC(=NC1CCCC1)C(O)c1c[nH]c2ccccc12 (centres undefined) | -17 | 2
COc1cc2[nH]c(=O)n(C3CCCCC3)c(=O)c2cc1OC | . | 3
CSCCC(N=Cc1c(O)n(-c2ccc(Br)cc2)c(=O)[nH]c1=O)C(=O)OC(C)(C)C (centres undefined) | . | 4
O=c1[nH]cc(F)c(=O)[nH]1 | . | 3
COc1ccc2nc(NCc3ccccc3)[nH]c2c1 | -6 | 6
CCCc1[nH]nc2c1C(c1ccc(OC(=O)N3CCOCC3)c(OC)c1)C(C#N)=C(N)O2 (centres undefined) | -7 | -7
O=C(NCc1nc2ccccc2[nH]1)C1=C[C@@H](c2ccc(C(F)(F)F)cc2)C[C@@H](OCc2ccc(CO)cc2)O1 | . | -13
N#Cc1c2c(c(-c3ccccc3)[nH]c1=O)CCCC2 | -8 | 10
CCCC(C)n1[nH]c(=O)cc1N (centres undefined) | -19 | 15
Cc1[nH]n(C(C)(C)C)c(=O)c1Sc1ccccc1 | 2 | -2
Cc1n[nH]c(C)c1S(=O)(=O)N1CCCC(C(=O)Nc2nccs2)C1 (centres undefined) | -14 | 8
Cn1[nH]c(=O)c(Cl)c(Cl)c1=O | . | 8
